Screening data (PubChem)
KCNH2 WT inh: inhibitors of human wildtype KCNH2 potassium channel; AID 720551; hit rate 0.37% among 340,000; U2OS, BacMam KCNH2, thallium flux FluxOr; stronger effect = lower value; Q12809; activity change, % at 1.84 µM;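 active means maximum activity change below -70%; inconclusive means maximum activity change between -70% and -50%; inactive means maximum activity change above -50%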; further: on the % scale 0 is the no-effect control and ±100 the full control effect
Target sequence (Q12809 whole entry, looked up): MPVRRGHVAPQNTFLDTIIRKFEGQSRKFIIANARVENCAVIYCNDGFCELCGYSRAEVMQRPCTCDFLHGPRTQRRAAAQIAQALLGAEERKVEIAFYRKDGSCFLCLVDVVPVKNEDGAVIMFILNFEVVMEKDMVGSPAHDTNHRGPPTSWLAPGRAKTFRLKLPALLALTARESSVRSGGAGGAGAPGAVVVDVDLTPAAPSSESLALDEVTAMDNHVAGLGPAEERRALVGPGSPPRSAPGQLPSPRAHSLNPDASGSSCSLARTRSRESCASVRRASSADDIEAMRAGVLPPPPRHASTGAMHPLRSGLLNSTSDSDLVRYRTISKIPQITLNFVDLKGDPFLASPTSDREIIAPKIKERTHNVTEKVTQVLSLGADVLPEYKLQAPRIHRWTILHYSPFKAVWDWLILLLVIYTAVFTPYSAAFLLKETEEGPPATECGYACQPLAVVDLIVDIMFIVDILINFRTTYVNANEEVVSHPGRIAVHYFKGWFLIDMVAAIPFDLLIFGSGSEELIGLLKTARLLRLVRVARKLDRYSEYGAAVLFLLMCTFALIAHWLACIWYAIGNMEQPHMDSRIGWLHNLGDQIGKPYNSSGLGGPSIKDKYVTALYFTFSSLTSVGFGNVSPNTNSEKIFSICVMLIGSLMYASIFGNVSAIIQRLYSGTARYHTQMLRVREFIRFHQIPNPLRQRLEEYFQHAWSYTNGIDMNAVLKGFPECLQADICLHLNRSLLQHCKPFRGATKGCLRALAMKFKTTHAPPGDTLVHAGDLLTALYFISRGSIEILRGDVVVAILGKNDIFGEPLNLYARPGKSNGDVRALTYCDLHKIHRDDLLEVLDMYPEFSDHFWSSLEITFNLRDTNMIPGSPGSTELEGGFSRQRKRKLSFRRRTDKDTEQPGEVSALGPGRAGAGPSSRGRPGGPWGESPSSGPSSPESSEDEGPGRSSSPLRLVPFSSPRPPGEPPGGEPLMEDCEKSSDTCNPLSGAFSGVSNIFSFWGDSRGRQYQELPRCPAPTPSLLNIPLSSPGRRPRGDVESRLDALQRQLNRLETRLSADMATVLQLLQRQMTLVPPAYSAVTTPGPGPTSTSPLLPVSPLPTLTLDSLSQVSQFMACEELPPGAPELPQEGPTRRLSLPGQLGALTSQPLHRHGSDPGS
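U2OS cells were transduced with wild-type KCNH2 virus (2.03 x 10^8 / mL) for 4 h at room temperature, then cultured overnight at 37 C. Thallium flux was read with FluxOr dye. Rate constants were normalized to DMSO controls.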
GALK inh: inhibitors of human galactokinase. AID 1868. hit rate 0.007% among 270,000. Potency, µM (top dose mostly 57.5 µM), for the others: at the highest dose activity change, negative = inhibition, usual class: inhibitors. Purified GALK, Kinase-Glo residual ATP luminescence; further: potency means the concentration at half of the fitted maximal effect; on the % scale 0 is the no-effect control and ±100 the full control effect
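GALK at 5 nM final was combined with compound, 35 uM ATP and 100 uM galactose in HEPES pH8.0 with MgCl2 and DTT. The reaction ran one hour at room temperature before luminescent ATP detection.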
TCR act: T cell receptor activation; 330,000 tested, under 10 active; Potency, µM (top dose mostly 9.22 µM), for the others: top-dose activation of IL-2 secretion, actives largely listed as activators; AID 504894; primary human leukocytes, anti-CD3, IL-2 HTRF, 48 h; further: % of control where 0% means no effect
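TCR engagement came from a-CD3 beads alone, with compounds added to primary human leukocytes for 48 hr. Secreted IL-2 bridged europium cryptate- and d2-labelled anti-IL-2 antibodies, giving FRET emission at 665nm after 320nm excitation.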
BCR signal inh: blocks chronic active B-cell receptor signaling | ABC-DLBCL IkBa-CBG/CBR reporter, luminescence ratio, 4 h | Potency, µM (highest dose often 46.1 µM), without a hit: at the top dose ratio change, negative = lower green/red ratio, actives largely listed as inhibitors | hit rate 0.05% among 340,000 | AID 493014; active means well fitted inhibition curve with a large enough effect in the signal ratio, with a control signal flat, not every such curve was filed as active; inconclusive means small, poorly fitted or top-dose-only effect, or effect the other way, or a change in a side signal; the % refers to the signal ratio;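 further: potency means the concentration at half of the fitted maximal effect; plate controls were basal doxycycline-induced cells for no effect and cells given 10 µM MG132 for full effect; MG132 reads +100%, hits lower the ratio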
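TMD8 human ABC-DLBCL cells with doxycycline-inducible IκBα–green luciferase fusion and unfused red luciferase, in 0.5% FBS medium; compounds up to 46 uM, 4 h at 37C. Green/red luminescence ratio, filter-overlap corrected, fitted to concentration-response curves.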
Coupling enz: counter-screen for Giardia aldolase inhibitors: coupling enzyme system. coupling enzyme system counterscreen, AmpLite Red fluorescence. activity change, negative = inhibition, % at 58.2 µM, hits read low. hit rate 0.67% among 290,000; in the data active means activity change below about -30%; further: on the % scale 0 is the no-effect control and ±100 the full control effect
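Counterscreen lacking aldolase: glyceraldehyde-3-phosphate coupling-enzyme reagent preincubated 10 min at RT with compound (at 57.5 uM final), then substrate/coupling system with AmpLite Red added; fluorescence read at 525/598 nm after 20 min RT.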
CXXC DNA block: MLL CXXC-DNA interaction inhibition. Q03164. MLL-CXXC / FITC-HOXA9 DNA fluorescence polarization. Potency, µM (top dose mostly 115 µM), for the others: at the top dose activity change, negative = inhibition, most hits filed as inhibitors. hit rate 0.037% among 290,000; active means well fitted inhibition curve with a large enough effect in the polarisation, with a control signal flat, not every such curve was filed as active; inconclusive means small, poorly fitted or top-dose-only effect, or effect the other way, or a change in a side signal; inactive means no such curve, though single readings can be large or run the other way; the % refers to the polarisation; further: potency means the concentration at half of the fitted maximal effect
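Fluorescence polarization: 7 uM MLL-CXXC (stock) preincubated 5 min with compounds, then 50 nM fluorescein-HOX-A9 DNA (stock) added; 30 min ambient. Buffer 50 mM Tris-HCl pH 7.5, 50 mM NaCl, 1 mM DTT, 0.05% BSA.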
Giardia kill: kills Giardia lamblia; AID 540267; hit rate 0.15% among 340,000; Giardia lamblia trophozoite viability; activity change, % at 7.66 µM, hits read low; in the data active means activity change below about -80%; inconclusive means between about -30% and that limit;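 further: parasites exposed to compound for two days anaerobically before the ATP read; on the % scale 0 is the no-effect control and ±100 the full control effect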
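Luminescent ATP signal served as the viability read-out, measured 15-30 min after adding ATP detection reagent to trophozoites that had been incubated with compounds for 48 hrs at 37 deg C anaerobically at 100 cells/well.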
TSHR antag: blocks TSH signaling through the human TSH receptor; P16473; TSHR-expressing cells, TSH-stimulated cAMP HTRF, 2 h; stronger effect = lower value; activity change, negative = inhibition, % at 11.5 µM; hit rate 0.2% among 330,000;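 active means activity change below a set negative limit, meaning inhibition stronger than a set level, cut at about -70% in these data; inconclusive means activity change between two set negative limits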; further: on the % scale 0 is the no-effect control and ±100 the full control effect
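Cell-based HTRF cAMP assay; TSHR cells + compound, TSH EC80 (4nM final), 2 h, 37 deg C. Lysis with anti-cAMP cryptate and cAMP-d2, 30 min RT, read 665/620 nm.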
Tb PFK block: blocks T. brucei phosphofructokinase. O15648. T. brucei PFK, ADP-Glo luminescence. Potency, µM (top dose mostly 57.5 µM), for inactives: top-dose activity, negative = inhibition, usual class: inhibitors. hit rate 0.17% among 330,000;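 further: potency means the concentration at half of the fitted maximal effect; 0% = uninhibited 1x PFK enzyme wells and -100% = no-enzyme wells; nearly all actives have a fitted effect of over 60% in size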
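Compounds were pin-transferred as a titration series up to 57 uM into substrate buffer (0.5 mM F6P, 0.1 mM ATP, pH 8.0), then 1.25 nM PFK was added and reactions ran 45 min before ADP-Glo detection.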
A-T KAP1 phos: potential ataxia-telangiectasia treatment. […] A-T fibroblasts, KAP-1 phosphorylation AlphaLISA; neocarzinostatin DNA damage 30 min before lysis. Potency, µM (highest dose often 57.5 µM), for inactives: at the top dose activation, actives largely listed as activators. hit rate 0.19% among 320,000; further: potency means the concentration at half of the fitted maximal effect; % of control where 0% means no effect; nearly all actives have a fitted effect of over 45% in size
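ATM-like activity read as KAP-1 phosphorylation via AlphaLISA donor/acceptor antibody pairs after lysis and 6 hr at 25C. Cells were ATM-null patient fibroblasts ([…], hTERT), dosed 60 min, then exposed to the DSB inducer NCS for 30 min.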
The depositor's hits bear a star; ? = inconclusive; nt = not tested or not shown; [ ] = another dose, or the depositor's remark. Unless noted, the call rests on the fitted dose curve; in most records, active means well fitted curve in the direction sought with a large enough effect; inconclusive means small, poorly fitted or top-dose-only effect, or another doubt; inactive means no such curve, though single readings can be large; an effect the other way counts as inactive or inconclusive.

SMILES | KCNH2 WT inh | GALK inh | TCR act | BCR signal inh | Coupling enz | CXXC DNA block | Giardia kill | TSHR antag | Tb PFK block | A-T KAP1 phos
Cc1ccc(CCNC(=O)CN(C)S(=O)(=O)c2ccc3c(c2)n(C)c(=O)c(=O)n3C)cc1 | 6 | -4% | 6% | 4% | -3 | -2% | -12 | -1 | 2% | -15%
COc1ccccc1CNc1ncccn1 | -4 | 6% | 1% | -7% | 0 | -10% | 6 | 10 | -18% | 2%
COc1ccc(CNC(=O)CCCn2ccc3cc(S(=O)(=O)N4CCCC4)ccc32)cc1 | -26 | 7% | 0% | -13% | 0 | 24% | -5 | -8 | -9% | 5%
Cc1ccccc1NC(=O)Cc1nnc(SCC(=O)NC2=NCCS2)n1C | 4 | -2% | -3% | -1% | 2 | 38%[activator] | 0 | -4 | -4% | -5%
COC(=O)COc1ccc(C2NC(=O)NC(C)=C2C(=O)NCc2ccccc2)cc1OC (configuration not stated) | 3 | -1% | 2% | 2% | 1 | -1% | 4 | -2 | -5% | -3%
CCCCCCCCCOC(=O)C[n+]1csc(CCO)c1C | -3 | 2% | -3% | -4% | 1 | 11% | 7 | 0 | 0% | -6%
Cc1nc2ccccc2cc1C(=O)NCc1ccco1 | 3 | 4% | -5% | -9% | 1 | 0% | -5 | -4 | -2% | 1%
Cc1cc(C)n(-c2ccc(C(=O)OCC(=O)NCc3ccco3)cc2)n1 | -21 | -1% | 3% | 1% | -1 | -1% | -19 | -8 | -6% | 5%
CCC(=O)NC(c1cccs1)c1cc(Br)c2cccnc2c1O (configuration not stated) | nt | nt | nt | ? | nt | nt | nt | 17 | 2% | 5%
Cc1nc([N+](=O)[O-])cn1CC(=O)Nc1ccc2c(c1)OCO2 | nt | 4% | 3% | 6% | 1 | -6% | -23 | 12 | 3% | 14%
O=C(c1ccncc1)N1N=C(c2ccc(Cl)cc2)CC1c1ccccc1O (configuration not stated) | 8 | 0% | 1% | nt | 3 | -8% | 11 | 0 | -1% | -7%
Cc1ccc(S(=O)(=O)N2CCC(C(=O)N[C@H](C(=O)NCc3ccco3)C(C)C)CC2)cc1 | 2 | 3% | -4% | -1% | 0 | 0% | 6 | 2 | -6% | 1%
CCC(Oc1ccc(C)c(C)c1)C(=O)N1CCCN(C)CC1 (configuration not stated) | 5 | 4% | 15% | 6% | -1 | ? | -6 | 4 | 5% | -3%
COc1nnc(-c2ccc(N3CCOCC3)c(NC(=O)c3ccco3)c2)c2ccccc12 | -1 | -2% | -6% | -11% | 0 | ? | 46[activator] | -2 | -3% | 4%
Nc1nonc1-n1nnc(C(=O)N/N=C/c2c(Cl)cccc2Cl)c1CN1CCOCC1 | 0 | 1% | 2% | -5% | -7 | 7% | -3 | 1 | -6% | 15%
COc1cc2cc(C(=O)N3CCN(Cc4ccc5c(c4)OCO5)CC3)[nH]c2cc1OC | 9 | 8% | 7% | -16% | 6 | 13% | -6 | 23 | -12% | 4%
Cc1ccc(/C(O)=C2\C(=O)C(=O)N(C)C2c2ccc(F)cc2)cc1 (configuration not stated) | -12 | 2% | -7% | 0% | -4 | -2% | 17 | -12 | 0% | -4%
COc1ccc(CCNC(=O)c2oc3ccccc3c2C)cc1 | 8 | nt | -5% | -8% | nt | nt | -6 | -16 | -5% | 14%
O=C(NCc1cccnc1)/C(=C/c1ccc([N+](=O)[O-])cc1)NC(=O)c1ccccc1 | ? | nt | -2%[46.1 µM] | -1% | nt | nt | 8 | 0 | 1% | -3%
CCCCCN1CC(O)=C(c2ccccc2)C1=N | -1 | 3% | 0% | 8% | 5 | -12% | -13 | -6 | -1% | nt
COc1ccc2nc3oc(C(=O)N4CCC(C(N)=O)CC4)cc3cc2c1 | 0 | -2% | -4% | ? | -1 | -7% | 12 | 2 | -1% | 2%
O=S(=O)(c1ccccc1)c1nc(-c2ccco2)oc1N1CCOCC1 | -4 | -3% | 3% | -5% | 1 | -3% | -7 | -3 | 2% | -1%
Cc1nnc(SCC(=O)Nc2ccc3[nH]c(=O)[nH]c3c2)s1 | 0 | nt | nt | -2% | nt | nt | -9 | 4 | 0% | 6%
O=[n+]1c2c(n([O-])c3ccccc31)CCCC2 | -13 | 0% | 0% | 0% | -6 | 3% | 4 | 11 | -7% | 0%
CC1CCCCN1C(=O)c1ccc(CS(=O)(=O)Cc2ccccc2)cc1 (configuration not stated) | 12 | -1% | 2% | 3% | -2 | 5% | -4 | 0 | -2% | 6%
CCN1CCN(CC(=O)c2cc(OC)c(OC)c(OC)c2)CC1 | 5 | -4% | 4% | -13% | -1 | 12% | -4 | -18 | 0% | -4%
CC(=O)c1cccc(NC(=O)Oc2ccccc2)c1 | -14 | -3% | nt | 6% | 0 | 1% | 0 | 14 | 0% | 3%
O=C(NCc1ccccc1Br)c1cccc2c1C(=O)c1ccc(N3CCC(Cc4ccccc4)CC3)cc1S2(=O)=O | -13 | nt | 1% | 1% | nt | nt | 7 | 0 | 0% | 0%
Cc1nc(NC(=O)CCl)sc1C(=O)N(C)C | -16 | 9% | 13% | ? | 0 | 0% | 34[activator] | 3 | -2% | 1%[11.5 µM]
CN(C)C(CNC(=O)C1CC(=O)N(Cc2ccccc2)C1)c1ccccc1 (configuration not stated) | -1 | nt | -10% | -14% | nt | nt | -5 | -3 | 1% | 1%
CCOc1ccc(C2C(C(=O)c3ccco3)=C(O)C(=O)N2CCCn2ccnc2)cc1 (configuration not stated) | 11 | -1% | -3% | 1% | -1 | 10% | 1 | 11 | -4% | 6%
Cc1ccc(/C=N/NC(=O)c2nc3nc(C)cc(C)n3n2)cc1 | 0 | 1% | 8%[46.1 µM] | 1% | 6 | 25% | 13 | 9 | 0% | 0%
COc1cccc(C(C)NC(=O)c2ccncc2)c1 (configuration not stated) | 1 | 0% | nt | -5% | -4 | 1% | -17 | -2 | 0% | 2%
C/C(NC(=O)c1cccs1)=C1\C(=O)C[C@@H]2[C@H]1C2(C)C | 31 | 0% | -1% | ? | -2 | 16% | 4 | -3 | -10% | 3%
Cc1csc(NC(=O)c2ccc3nc[nH]c3c2)n1 | 10 | -2% | 1% | ? | -4 | 4% | -27 | 11 | -17% | 6%
Cc1ccc(NC(=O)C(=O)NCCCN2CCOCC2)c(C)c1 | 1 | 0% | 4% | -2% | 2 | 34%[activator] | -13 | 13 | 0% | 24%
CCCCc1cn([C@@H](CCCCN)C(=O)N2CCNCC2)nn1 | 14 | 7% | -3% | -3% | 2 | ? | -15 | -3 | -5% | 0%
COC(=O)[C@@H]1CCCN1C(=O)CCc1nnc(C2CCCCC2)o1 | 13 | 2% | 5% | 5% | 4 | -10% | -27 | 7 | -5% | -3%
O=C(NC1CCCC1)c1ccc(COCC(F)(F)F)o1 | 2 | 0% | 1% | 3% | 6 | 7% | -7 | 3 | 0% | 1%
O=C(Nc1cccc(F)c1)NC1(C(=O)N2CCN3CCCC3C2)CCCCC1 (configuration not stated) | -1 | 0% | 1%[46.1 µM] | 2% | 3 | 0% | 13 | 14 | -7% | -7%
O=C(Nc1cc(F)ccc1F)c1cccc(-n2cnnn2)c1 | 0 | nt | 2% | -12% | nt | nt | 5 | -1 | -2% | 1%
O=C(O)c1ccccc1Nc1ccc([N+](=O)[O-])c2nonc12 | -3 | 3% | -2% | ? | 0 | ? | ? | -8 | 3% | -23%
CN(C)/C=C1\NC(=S)N(c2ccc(Cl)cc2)C1=O | 7 | 1% | 2% | 3% | 0 | ? | 3 | 3 | -7% | 3%
O=C(CCSc1ccccc1)Nc1nnc(-c2cccs2)o1 | -3 | 0% | -3% | -1% | 8 | 19% | 12 | -11 | 2% | 2%
Cc1ccc(C)c(NC(=O)CN(C)C(=O)CN2C(=O)C3CCCCC3C2=O)c1 (configuration not stated) | -7 | nt | 0% | ? | nt | nt | -2 | -3 | -5% | -2%
O=C(Nc1cccc(S(=O)(=O)N2CCCCC2)c1)c1ccccc1NS(=O)(=O)c1ccc(F)cc1 | 3 | -1% | 1%[46.1 µM] | ? | 2 | -5% | 0 | ? | -15% | -11%
COc1ccc(CCNC(=O)COC(=O)c2cc(=O)c3ccccc3o2)cc1 | -3 | nt | -13% | 5% | nt | nt | -21 | 3 | 2% | -3%
CCCC(=O)Nc1ccc(NC(=S)NC(=O)c2ccccc2[N+](=O)[O-])cc1 | 7 | 0% | 3%[46.1 µM] | ? | -2 | 9% | -16 | 6 | -7% | 8%
